NCI-60 one-dose screen, 48 h, at 10 µM unless noted. Numbers give growth in % (100 = growth as untreated, 0 = no growth, -100 = all killed).
UACC-257 – UACC-257 melanoma. 4.4% of 78,000 active. AID 1794764
EKVX – EKVX NSCLC | 3% of 71,000 active | AID 1794765
MALME-3M – MALME-3M melanoma; 5.8% of 78,000 active
UACC-62 – UACC-62 melanoma | 5.4% of 81,000 active
HOP-92 – HOP-92 NSCLC cells; 6.3% of 71,000 active
A549/ATCC – A549/ATCC NSCLC; AID 1794740; 3.7% of 81,000 active
M14 – M14 melanoma; 6.2% of 80,000 active
HOP-62 – HOP-62 NSCLC | 3.9% of 80,000 active | AID 1794735
* = called active by the depositor; x = not tested or not shown; & = joins results of further samples; [ ] = dose if it differs, or a comment. The calls were made as follows: active = growth percent below 10; inactive = the rest.

SMILES	UACC-257	EKVX	MALME-3M	UACC-62	HOP-92	A549/ATCC	M14	HOP-62
Clc1cnc(NCCc2ccncc2)nc1-n1cnc2ccccc21	118	105	142	92	99	83	112	116
CC(=O)CC(=O)NC1CCCCCC1	105	118	x	92	88	94	109	108
CCOC(=O)C(NC(=O)Cc1ccccc1)C(=O)OCC	99	102	88	98	100	97	100	95
NNC(=O)Cc1cccc2ccc(Cl)cc12	94	x	109	92	105	104	108	100
CC1=NCCN1CCNC(=O)c1ccc(C(=O)NCCN2CCN=C2C)cc1	93	112	142	97	84	94	100	99
COc1ccc(/C=N\NC(=O)CCCCCCCCC(=O)N/N=C\c2ccc(OC)cc2)cc1	102	105	106	94	83	102	98	90
Nc1[nH]nc2[nH]c(=S)nc(-c3ccc(Cl)cc3Cl)c12	103	84	94	85	72	89	96	95
C=Cc1nn2c(CCC(=O)c3nc4ccccc4[nH]3)nnc2s1	110	106	108	102	x	105	93	98
O=C(CN1CCN(c2cc3c(cc2F)c(=O)c(C(=O)N/N=C/c2ccc(Br)cc2)cn3C2CC2)CC1)N/N=C\c1ccc(Br)cc1	98	89	110	87	93	79	88	107
N#Cc1c(N2CCOCC2)nc(=S)[nH]c1-c1ccco1	93	49	2.2*	44	-12*	84	40	36
COc1c(OC(C)=O)ccc(C=O)c1[N+](=O)[O-]	98	89	100	104	x	100	92	93
NC(=N\N=C/c1cccc([N+](=O)[O-])c1)/C(N)=N\N=C/c1cccc([N+](=O)[O-])c1	86	80	81	65	74	16	93	11
C/C=C/C(=O)OCCCCCCCCCCCC	94	111	111	92	97	84	99	102
CC(=O)Nc1cc2c3ccccc3n(C)c2cc1[N+](=O)[O-]	99	95	x	92	83	84	110	107
O=C(/C=C/c1ccc(F)cc1)Nc1ncc(Cc2ccc(F)cc2)s1	60	32	41	14	71	38	20	39
O=Cc1ccc(F)cc1	106	x	85	102	103	108	106	108
Cc1[nH]c(C(=O)Nc2cccc(OC3CCNCC3)c2)c(Cl)c1Cl	18	86	27	-56*	23	69	-12*	87
COc1ccc(C(=O)N2C(=O)CCC2=O)cc1	94	104	104	96	95	92	99	97
COc1ccc(-c2nc3sccn3c2/C=C/C(=O)c2c[nH]c3ccccc23)cc1	87	58	70	76	-5.5*	54	x	72
COc1ccc(-n2c(SCC(=O)Nc3ccc(-c4nc5ccc([N+](=O)[O-])cc5[nH]4)cc3)nc3ccccc3c2=O)cc1	88	80	54	56	37	96	81	85
c1cc(Cc2ccsc2)cs1	96	100	102	99	105	91	99	88
N#C/C(=C\c1c(-c2ccccc2)[nH]c2ccccc12)C(N)=O	105	84	93	59	65	90	69	87
CC(C)N1CCC(=O)NC1=O	115	120	x	110	79	120	x	106
Nc1nc(-c2cnccn2)nn1-c1nc2ccccc2s1	99	95	104	101	106	93	99	95
COc1ccc(C2=NN(C=O)C(c3sc(N(C)Cc4ccccc4)nc3Cl)C2)cc1 (stereo not drawn)	78	88	97	70	76	73	93	108
COc1cc(CNC(=O)CCCC/C=C/C(C)C)ccc1OCc1cn(-c2ccc(Cl)c(Cl)c2)nn1	82	79	107	75	80	82	94	97
O=C(CCSc1nnc2n(Cc3ccccc3)c(=O)c3c4c(sc3n12)CCCC4)N1CCOCC1	x	87	108	81	91	85	107	95
CCOC(=O)/C=C1\SC(=Nc2ccc(C#N)cc2)N(CCN2C(=O)/C(=C/C(=O)OCC)SC2=Nc2ccc(C#N)cc2)C1=O	77	35	99	34	80	78	52	51
Cc1cc(O)cc2c1[C@]1(C)CCC3C(C)(C)CCC[C@]3(C)[C@H]1C2 (stereo partly drawn)	108	113	128	99	82	111	108	99
COC(=O)[C@]1(C)CCC[C@]2(C)[C@H]3C[C@H]4C(C(C)C)=C[C@]3(CC[C@H]21)[C@@H]1C(=O)CC[C@H](OCCC#N)[C@@H]14	99	57	86	69	77	92	83	95
O=c1cc(S)nc[nH]1	72	102	107	88	110	75	96	105
CCOC(=O)Nc1ccc2c(c1)/C(=N\NC(N)=S)c1ccccc1-2	91&42	71&68	89	51&37	71	58&60	62&42	78&75
COc1ccc(/C(=C/c2ccc3ccccc3c2)c2nn[nH]n2)cc1OC	66	44	49	22	5.9*	25	11	28
O=C(N/N=C/c1ccc(Cl)cc1Cl)c1ccccc1SSc1ccccc1C(=O)N/N=C/c1ccc(Cl)cc1Cl	94	100	87	94	86	99	101	103
CC(C)OP(=O)(O)c1ncc(-c2ccc(C(F)(F)F)cc2)c(NC2CCCCCC2)n1	29	x	5.4*	32	23	49	54	71
Cc1ccccc1-n1nnc(C(=O)Nc2ccc(-c3ccccc3)cn2)c1C	26[50 µM]	35[50 µM]	40[50 µM]	46[50 µM]	74[50 µM]	30[50 µM]	42[50 µM]	94[50 µM]
COc1ccc(-c2nc3sccn3c2-c2ccnc(NCCCNS(=O)(=O)c3ccccc3)n2)cc1	99	x	87	62	103	47	54	138
COc1cc(F)c(F)c(Nc2ccc(I)cc2F)c1NS(=O)(=O)C1(C[C@H](O)CO)CC1	-13*	29	0.4*	-3.2*	-19*	26	7.7*	25
OC(CNc1ccnc2cc(Cl)ccc12)CNC1CCCCC1 (stereo not drawn)	-38*	88	101	61	x	88	-16*	x
CN(C)N1C(=O)c2c(Cl)c(Cl)c(Cl)c(Cl)c2C1=O	104	124	123	104	x	104	101	108
Cc1c(Cl)cccc1NC(=S)NC(=O)/C=C/c1ccccc1	98	x	86	97	87	99	104	106
COc1ccc(C2Nc3nc(OC)n(C)c(=O)c3N=C3c4ccccc4C(=O)C32)cc1 (stereo not drawn)	127	82	117	93	82	106	92	91
Cc1nn(-c2ccccc2)cc1/C=C1\SC(=S)N(CC(=O)O)C1=O	100	108	104	105	86	100	107	110
N#CC(C#N)=C(C#N)c1ccc(N)c(C(=O)O)c1	101	103	99	100	98	105	101	99
Fc1ccc(C(=S)Nc2ccccc2Cl)cc1	109	99	99	94	107	103	103	106
Nc1ncnc2c1cnn2-c1ccc(Cl)cc1	103	32	105	87	75	99	101	96
COc1cc2oc(-c3cccc(C(=O)Nc4ccc(Cl)cc4)c3)cc(=O)c2c(O)c1OC	83	77	68	43	10	48	70	0.3*
CC(C)CCCC(C)N (stereo not drawn)	103&103	104&116	117&111	106&109	111&81	101&97	105&110	111
NCCCNc1nc2ccccc2c2c(=O)c3cccc(Cl)c3sc12	73	31	42	51	38	-2.6*	-46*	19
Cc1ccc(-c2cc(-c3ccccc3)n(-c3ccccc3)n2)cc1	98	99	88	88	108	x	110	-2.9*
c1cnc(Nc2nc3c(s2)CCc2c[nH]cc2-3)nc1	95&92	86&85	94&99	93&101	88&76	89&88	96&96	86&91
CC(C)c1nc2ccccc2n1Cc1n[nH]c(=S)o1	94	97	97	97	88	102	96	100
CC(=O)Nc1ccc2oc(C(=O)c3ccccc3)c(C)c2c1	105	110	99	107	98	96	110	113
COc1ccc(C(=O)OC2C(OC3C(O)COC(O[C@H]4C[C@H]5[C@@H]6CC=C7C[C@@H](O)CC[C@]7(C)[C@H]6CC[C@]5(C)[C@H]4[C@H](C)C(=O)CCC(C)C)C3OC(N)=O)OCC(O)C2O)cc1 (stereo partly drawn)	-64*	19	-34*	-58*	x	11	-79*	-22*
CC1CCCC12NC(=O)NC2=O (stereo not drawn)	107	117	106	104	109	105	108	111
O=C(NNC(=O)c1ccc2ccccc2c1)c1ccc(Cl)cc1	105	100	x	105	103	95	107	95
O=C1CN2Cc3c(ccc(Cl)c3Cl)N=C2N1	102	40	102	70	80	111	104	107
C=C1C(=O)O[C@@H]2[C@@H]3O[C@@](C)(CC/C=C(\C)CCC[C@@H]2C)[C@H](O)C[C@@H]13	68	76	55	17	1.8*	95	-1.2*	81
CC(C)N(C)S(=O)(=O)O[C@@H]1C(=O)N(c2cc3c4ccccc4ccc3c3ccccc23)[C@H]1c1ccc(F)cn1	85	93	120	68	84	85	93	92
C[N+]1=C(/C=C/c2ccc(O)c3ncccc23)C(C)(C)c2ccccc21	85	59	115	39	87	18	68	30
New compounds follow:
SMILES	UACC-257	EKVX	MALME-3M	UACC-62	HOP-92	A549/ATCC	M14	HOP-62
CCOC(=O)Cc1cnn(C)c1NC(=O)c1ccc(Cl)cc1NC(C)=O	105	76	105	100	91	103	101	96
N#Cc1c(-c2ccco2)nc(SCC(=O)Nc2cccc(Cl)c2)[nH]c1=O	109	92	105	108	99	102	104	50
CCCCCCCCCCCCSC#N	102	x	104	97	75	101	105	103
N#Cc1c(-c2ccccc2)[nH]c(=S)n(N=O)c1=O	118	210	149	103	96	107	111	103
CCC(C)n1cnc2c(Nc3ccccn3)nc(Cl)nc21 (stereo not drawn)	98	93	107	95	92	100	102	103
COc1ccc(C(=O)Cn2c(C(=O)c3ccccc3)nc3ccccc32)cc1	54	71	47	16	55	32	7.0*	41
CCNC(=O)Oc1ccc(/C(=C(\C)c2ccc(Cl)cc2)c2ccc(OCCN(CC)CC)cc2)cc1	-55*	60	-51*	-68*	58	46	-63*	55
C(=N\N=C\c1ccccc1)/c1ccccc1	104	x	114	110	110	101	106	114
Cc1cc(O)c(C(=O)c2cc(-c3ccc([N+](=O)[O-])cc3)c(=O)n(NC(=O)OC(C)(C)C)c2)cc1C	110	90	105	71	87	87	93	94
COc1ccc(Cl)cc1Nc1nc(C(F)(F)F)ccc1C(=O)N/N=C/c1ccccc1Cl	2.7*	-0.1*	11	8.2*	-48*	11	15	18
CSC(=NCCCCN=C(NS(=O)(=O)c1ccc(Cl)cc1)SC)NS(=O)(=O)c1ccc(Cl)cc1	65	102	98	90	96	75	94	98
COc1ccc(C=Nc2ccc([N+](=O)[O-])cc2)cc1	112	90	102	68	97	99	99	106
CCOC(=O)C(C(C)=O)C(CC(C)=O)c1ccc(OC)cc1 (stereo not drawn)	102	108	94	98	103	92	94	97
CCC1(c2ccc(F)cc2)NC(=O)NC1=O (stereo not drawn)	95	103	98	106	103	89	100	94
CCCCCOC(=O)N1CCCCC1CCC (stereo not drawn)	109	114	137	106	99	99	108	112
O=C1C(Cl)C(c2ccc(Cl)cc2)N1n1cnnc1 (stereo not drawn)	93	103	102	97	98	92	92	77
CC1CC(C)(C)OC(c2ccco2)O1 (stereo not drawn)	93	x	102	105	99	101	101	101
O=C(O)CCCCCN1C(=O)NC2(C1=O)c1ccccc1-c1ccccc12	85	90	98	101	90	92	97	96
N#C/C(=C/c1ccc([N+](=O)[O-])cc1)c1nnc(NC(=O)c2ccc(-n3c(=O)[nH]c4ccccc4c3=O)cc2)s1	105	94	92	99	101	102	120	86
COc1ccc2cc(-c3ccc(C(=O)NN)c(C)n3)ccc2c1	100	100	92	82	96	93	x	101
Cc1ccc(C(=O)NCCCNc2nccc(-n3ccc4cccnc43)n2)cc1	107	86	111	102	96	93	102	104
CN1CCN(CC#CCOC(=O)[C@]2(C)CC[C@]3(C)CC[C@]4(C)C(=CC[C@@H]5[C@@]6(C)CCC(=O)C(C)(C)[C@@H]6CC[C@]54C)[C@@H]3C2)CC1	103	97	92	104	92	98	100	91
COc1nc2c(c(=O)n1C)CN(C1CCCCC1)C(=O)C(C)N2 (stereo not drawn)	90	95	x	90	x	91	94	97
CCOC(=O)c1cc(C(=O)c2ccc(OC)c(OC)c2)n2ccc3ccccc3c12	100	95	107	90	107	98	87	86
CC1=C(C(=O)Nc2ccc(Cl)c(C(=O)OC(C)C)c2)SCCO1	80	99	86	84	64	33	122	130
N#Cc1c(-c2ccc(Br)cc2)n2c(nc1=O)SC(=O)C2	107	120	105	91	102	x	111	101
CCN(CC)Cc1ccc(Nc2ccnc3cc(Cl)ccc23)cc1O	80	84	114	90	89	81	77	72
CN1CCN(c2ccc(Nc3nc(NCCCNS(=O)(=O)c4ccccc4)c4sccc4n3)cc2)CC1	-16*	98	-43*	13	59	62	-9.1*	105
O=C(OCC(O)(CO)C(=O)NC12CC3CC(CC(C3)C1)C2)c1ccc(Cl)cc1 (stereo not drawn)	99	103	103	97	101	91	99	103
CN1CCc2c(sc3nc4n(-c5ccc(Cl)cc5)cnn4c(=O)c23)C1	x	87	97	102	x	88	97	x
Cc1c(C(=O)NCCC(=O)NO)sc2ncnc(Nc3ccccc3)c12	105	87	103	96	103	98	106	100
c1ccc(CN=C(Nc2ccc(C3=NCCN3)cc2)c2cccc(C(=NCc3ccccc3)Nc3ccc(C4=NCCN4)cc3)c2)cc1	113	102	126	112	93	106	106	105
O=C(NCc1ccccc1)C(F)(F)F	x	109	103	108	97	99	106	105

An excerpt of these results, comma-delimited.
mol,UACC-257,EKVX,MALME-3M,UACC-62,HOP-92,A549/ATCC,M14,HOP-62
O=C(NCc1ccccc1)C(F)(F)F,x,109,103,108,97,99,106,105
Cc1ccc(C(=O)NCCCNc2nccc(-n3ccc4cccnc43)n2)cc1,107,86,111,102,96,93,102,104
COc1nc2c(c(=O)n1C)CN(C1CCCCC1)C(=O)C(C)N2 (stereo not drawn),90,95,x,90,x,91,94,97
c1ccc(CN=C(Nc2ccc(C3=NCCN3)cc2)c2cccc(C(=NCc3ccccc3)Nc3ccc(C4=NCCN4)cc3)c2)cc1,113,102,126,112,93,106,106,105
Cc1c(C(=O)NCCC(=O)NO)sc2ncnc(Nc3ccccc3)c12,105,87,103,96,103,98,106,100

One compound at a time (already shown). Order of screens: UACC-257	EKVX	MALME-3M	UACC-62	HOP-92	A549/ATCC	M14	HOP-62
Clc1cnc(NCCc2ccncc2)nc1-n1cnc2ccccc21 reads 118	105	142	92	99	83	112	116
O=C(N/N=C/c1ccc(Cl)cc1Cl)c1ccccc1SSc1ccccc1C(=O)N/N=C/c1ccc(Cl)cc1Cl reads 94	100	87	94	86	99	101	103
CCCCCOC(=O)N1CCCCC1CCC (stereo not drawn) reads 109	114	137	106	99	99	108	112
COc1ccc(-n2c(SCC(=O)Nc3ccc(-c4nc5ccc([N+](=O)[O-])cc5[nH]4)cc3)nc3ccccc3c2=O)cc1 reads 88	80	54	56	37	96	81	85
O=C(CCSc1nnc2n(Cc3ccccc3)c(=O)c3c4c(sc3n12)CCCC4)N1CCOCC1 reads x	87	108	81	91	85	107	95

Screening data deposited in PubChem by NCI.
